# RAD52 inh: RAD52 (human) annealing inhibition; P43351; recombinant RAD52 DNA annealing, FRET fluorescence; inhibition, % at 18.7 µM; 0.46% of 360,000 active;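 active = every replicate showing at least 50% inhibition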
# E-sel inducer: E-selectin induction on HUVECs | AID 686992 | activation, % at 7.58 µM | 0.37% of 260,000 active | P16581 | HUVEC E-selectin immunofluorescence imaging; normalized: neutral wells 0, TNF-alpha wells 100;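 active = mean E-selectin-positive cell signal at least 10% of the positive control, reached in at least 60% of replicates, without over 20% cell loss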;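 also: in these data hits start at about 27%; measured in HUVEC primary endothelial cells; signal is the percent of cells scored E-selectin positive by PE staining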
#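 Material: HUVEC primary endothelial cells; Amount: 3,000 cells per well; Dosing: single concentration; Medium: EGM-2 growth medium on 0.1% gelatin-coated wells; Read-out basis: percent E-selectin-positive cells; Signal: immunofluorescence imaging; Control set: TNF-alpha, DMSO.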
# esBAF inh: inhibitors of esBAF chromatin remodeling in mouse ES cells; 2% of 350,000 active; reporter increase, % at 12.5 µM; AID 602393; Bmi1-luciferase knock-in reporter, 24 h; 100% = twice the neutral-well signal; in the data active = activation above about 40%;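 also: 0% = median of the plate's neutral control wells and 100% = double that signal; a rise in the Bmi1 reporter signal indicates esBAF inhibition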
# CASP6 VEID inh: inhibitors of human caspase-6; P55212; purified caspase-6, Z-VEID-R110 cleavage fluorescence; inhibition, % at 12.5 µM; 0.53% of 350,000 active; AID 686996;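 active = mean inhibition across replicates at least about 35%, with every replicate also reaching that limit, limit read from the data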;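 also: 0% = median of neutral control wells and 100% = no fluorescence left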
# Target sequence (P55212 24-179 limits assumed): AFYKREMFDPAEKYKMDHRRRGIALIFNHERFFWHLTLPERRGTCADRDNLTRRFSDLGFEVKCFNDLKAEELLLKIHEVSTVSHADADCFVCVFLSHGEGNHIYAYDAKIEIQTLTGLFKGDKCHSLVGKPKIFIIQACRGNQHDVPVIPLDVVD
# Target sequence (P55212 194-293 limits assumed): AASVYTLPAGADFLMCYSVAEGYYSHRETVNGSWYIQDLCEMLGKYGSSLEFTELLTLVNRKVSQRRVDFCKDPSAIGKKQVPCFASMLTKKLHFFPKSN
# PglD inh: inhibitors of Campylobacter jejuni PglD acetyltransferase; purified PglD enzyme, DTNB colorimetric CoA detection; inhibition, % at 12.5 µM; 0.098% of 360,000 active; in the data active = inhibition above about 16%, passing the limit was not always enough; also: strong numbers were not always called active
# ERp5 inh: inhibitors of human ERp5. 0.05% of 350,000 active. ERp5 insulin aggregation, absorbance 650 nm, 90 min. inhibition, % at 9.99 µM. Q15084;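 active = mean replicate inhibition above about 25%, with every replicate also reaching it, limit read from the data, passing the limit was not always enough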
# RAD54 branch: blocks human RAD54 Holliday junction branch migration; FAM/BHQ fluorescence; inhibition, % at 10.4 µM; 0.14% of 360,000 active; AID 602329;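 active = mean normalized replicate activity at least 40 and at least half of replicates scoring 40 or more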;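 also: 0% = median of neutral control wells and 100% = median of positive control wells; inhibitors cause a drop in the FAM fluorescence signal; in these data hits start at about 50%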
# ARNT TACC3 PPI: disrupts binding between human ARNT and TACC3; Q9Y6A5; AlphaScreen His-ARNT PAS-B/GST-TACC3 binding, luminescence; TACC3 fragment carries E629A point mutation; inhibition, % at 9.99 µM; 0.66% of 390,000 active; AID 623870;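 active = mean inhibition of replicates at least 50% and at least half of replicates each reaching 50%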;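 also: 0% = complete ARNT plus TACC3 wells and 100% = ARNT alone without TACC3; many hits fall short of the cut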
# An asterisk follows results filed as active; . = no result given; & = joins results of further samples.
1. CCC12CCCN3CCc4c(n(c5ccccc45)C(O)(C(=O)OC)C1)C32 (centres undefined)
2. COc1ccc(S(=O)(=O)Nc2nnc(CC(C)C)s2)cc1
3. CC(=O)OCC(=O)C1(O)CCC2C3CCC4=CC(=O)C=CC4(C)C3(F)C(O)CC21C (centres undefined)
4. O=C1c2ccccc2C(=O)c2c(O)c(O)cc(O)c21
5. CN(C)CCC[C@@]1(c2ccc(F)cc2)OCc2cc(C#N)ccc21
6. CC(=O)N(CC(O)CO)c1c(I)c(C(=O)NCC(O)CO)c(I)c(C(=O)NCC(O)CO)c1I (centres undefined)
7. CCCCOC(=O)c1ccc(N)cc1
8. Cc1oncc1C(=O)Nc1ccc(C(F)(F)F)cc1
Assay by compound | 1 | 2 | 3 | 4 | 5 | 6 | 7 | 8
RAD54 branch | -12 | 6 | . | -16 | 1 | -7 | 3 | 1
esBAF inh | 1 | -6 | . | -10 | 1 | -2 | 36 | 7
ERp5 inh | 4 | . | 1 | 5 | -3 | -3 | 4 | -12
CASP6 VEID inh | 60* | . | 1 | 41* | 0 | -2 | 3 | .
ARNT TACC3 PPI | 11 | -3 | -4 | . | -4 | -7 | -2 | -5
RAD52 inh | -59 | . | -7 | -18 | 5 | -4 | -7 | -10
E-sel inducer | . | . | 0.0 | 3.1 | 0.8 | 1.9 | 1.8 | 0.1
PglD inh | -5 | 0 | . | -4 | 5 | -1 | 1 | 2

9. CN1CCN(c2c(F)cc3c(=O)c(C(=O)O)cn4c3c2SCC4)CC1
10. CN1CCC(=C2c3ccccc3CC(=O)c3sccc32)CC1
11. O=C(NCCN1CCOCC1)c1ccc(Cl)cc1
12. CN1CCN(CCCN2c3ccccc3Sc3ccc(S(=O)(=O)N(C)C)cc32)CC1
13. O=C(O)CCCCCCCC(=O)O
14. CCOc1ccc(NC(=S)N2CCC(C(O)(c3ccccc3)c3ccccc3)CC2)cc1
Assay by compound | 9 | 10 | 11 | 12 | 13 | 14
RAD54 branch | 37 | 13&2&8 | -22&-5 | -2 | -6 | .
esBAF inh | -3 | -1&7&-9 | 5&4 | -15 | -3 | .
ERp5 inh | . | 6&1&-6 | 5 | 0 | -6 | 14
CASP6 VEID inh | . | -6&-4 | 3 | -1 | 1 | -2
ARNT TACC3 PPI | 3 | -2&0&0 | -16&-3 | 10 | -7 | -1
RAD52 inh | . | 2&2&-8 | -4 | 28 | -2 | -17
E-sel inducer | . | -0.2&-0.1&-2.4 | -0.1 | -1.9 | 1.2 | -1.8
PglD inh | 0 | 4&1&0 | 2&7 | 0 | -1 | .

# High-throughput results from PubChem.

# The list is partial; the hit share may differ from the screen's.
